# CHRM1 agonist: human M1 muscarinic receptor agonism. P11229. CHO-K1 hM1, Fluo-8 calcium fluorescence, agonist mode; 0% DMSO, 100% acetylcholine EC100. 0.33% of 360,000 active. activation, % at 3 µM. AID 588814;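 active means activation above the run's mean compound activation plus 3 SD, cut at about 16% in these data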;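 further: peak over basal fluorescence ratio within a 140 s kinetic read after compound addition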
# Target sequence (P11229 whole entry, looked up): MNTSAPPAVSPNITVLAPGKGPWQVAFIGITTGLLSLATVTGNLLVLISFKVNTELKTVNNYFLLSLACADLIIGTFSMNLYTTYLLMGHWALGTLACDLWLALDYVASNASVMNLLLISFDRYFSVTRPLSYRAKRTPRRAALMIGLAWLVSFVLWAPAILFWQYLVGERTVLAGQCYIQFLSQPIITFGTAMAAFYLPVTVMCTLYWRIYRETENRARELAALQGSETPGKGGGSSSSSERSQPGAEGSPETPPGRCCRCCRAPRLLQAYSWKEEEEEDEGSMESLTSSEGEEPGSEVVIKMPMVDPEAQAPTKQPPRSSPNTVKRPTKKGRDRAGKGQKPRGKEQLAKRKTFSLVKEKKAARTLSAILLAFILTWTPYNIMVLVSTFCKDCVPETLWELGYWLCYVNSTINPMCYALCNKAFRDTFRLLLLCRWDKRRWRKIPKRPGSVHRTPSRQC
# CHO-K1 Ca antag: nonselective inhibitor or artifact in parental CHO-K1 cells; ATP-induced calcium, Fluo-8 fluorescence; inhibition, % at 3 µM; 0.6% of 360,000 active; AID 602250;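 active means inhibition above a per-plate cutoff, the plate's mean sample inhibition plus 3 SD, cut at about 24% in these data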;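 further: 0% = DMSO plus EC80 ATP and 100% = DMSO alone without ATP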
# CHO parental Ca: counter-screen for OX1R antagonists: effect in parental CHO cells. 0.63% of 330,000 active. inhibition, % at 5.6 µM. parental CHO-K1, ATP-induced calcium, Fluo-8 fluorescence. AID 463079;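 active means inhibition above that plate's mean sample inhibition plus 3 SD, cut at about 26% in these data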;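 further: 0% = ATP-challenged DMSO wells and 100% = DMSO wells without ATP; some compounds past the cut are filed as inactive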
#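 Assay system: untransfected parental CHO cell line. Also added: ATP agonist challenge. Dosing: one dose, 5.6 µM nominal. Measured by: Fluo-8 fluorescence. Read-out: % inhibition. Benchmarks: ATP wells versus no-ATP DMSO wells. Repeats: no replicates.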
# M1 PAM parental: M1 PAM counterscreen hit in parental CHO-K1 cells; ATP EC20, Fluo-8 calcium fluorescence; 0% at ATP EC20, 100% at ATP max; activation, % at 3 µM; 0.02% of 360,000 active;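 active means activation above the run cutoff, the mean activation of all test compounds plus 3 SD, cut at about 40% in these data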;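 further: peak over basal fluorescence ratio in a 140 s read after ATP addition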
# TAAR1 ag: agonists of human TAAR1; activation, % at 3 µM; CHO RD-HGA16 TAAR1, Fluo-8 calcium fluorescence; vehicle wells 0%, saturating PEA agonist 100%; Q96RJ0; 0.99% of 360,000 active;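 active means activation above the mean activation of all test compounds in the run plus 3 SD, cut at about 38% in these data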
# Target sequence (Q96RJ0 whole entry, looked up): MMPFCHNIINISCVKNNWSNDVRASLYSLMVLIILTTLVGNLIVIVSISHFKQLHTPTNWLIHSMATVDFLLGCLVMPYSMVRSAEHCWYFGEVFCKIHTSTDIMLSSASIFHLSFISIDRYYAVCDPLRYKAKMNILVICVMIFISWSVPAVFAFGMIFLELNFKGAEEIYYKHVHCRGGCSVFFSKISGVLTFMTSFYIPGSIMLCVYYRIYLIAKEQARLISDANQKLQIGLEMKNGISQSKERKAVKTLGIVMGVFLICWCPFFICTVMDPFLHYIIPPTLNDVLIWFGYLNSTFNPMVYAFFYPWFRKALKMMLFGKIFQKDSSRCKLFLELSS
#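 Test system: RD-HGA16 (CHO) cells co-expressing Gα16 and hTAAR1; dosing: one-point dosing at 3 µM (nominal); timing: 17-24 h seeding, 75 min 37 °C dye, 30 min RT; signal: kinetic Fluo-8 calcium fluorescence; read-out basis: % activation relative to PEA EC100 response; controls: DMSO and PEA EC100; replicates: n 1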
# OXTR potentiator: potentiators of human oxytocin receptor | CHO-OTR cells, Fluo-8 calcium fluorescence, potentiator mode; 0% = oxytocin EC15, 100% = EC100 | activation, % at 3 µM | 0.061% of 320,000 active | AID 2445;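 active means activation above that plate's cutoff, the mean activation of tested compounds plus 3 SD, cut at about 6.6% in these data, passing the limit was not always enough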;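 further: 100% uses oxytocin at 75 nM as the full agonist control; some results filed as inactive read as strong as hits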
#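 System: human OTR in CHO cells / Also added: sub-maximal oxytocin, roughly EC15 / Control set: EC15 oxytocin low, 75 nM oxytocin high / Schedule: 6 min compound pre-incubation at room temperature, 100 s kinetic read / Compound: single-point 3.0 µM / Replication: singlicate / Technique: Fluo-8 calcium dye fluorescence / Read-out basis: % activation of max/min ratio relative to oxytocin controls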
# TAAR1 antag: human TAAR1 antagonism; Q96RJ0; CHO RD-HGA16 TAAR1, Fluo-8 calcium fluorescence, antagonist; inhibition, % at 3 µM; 1.5% of 360,000 active;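 active means inhibition above a per-plate cutoff, the mean inhibition of test compounds on that plate plus 3 SD, cut at about 49% in these data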;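 further: 0% = DMSO plus EC80 beta-PEA response and 100% = DMSO alone without agonist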
#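 Assay system: RD-HGA16 CHO cells with stable hTAAR1 and Gα16 / Reagent: EC80 β-phenethylamine stimulus / Doses: 3 µM, single point / Timing: dye loading 75 min at 37 °C, then 30 min room temperature / Measured by: Fluo-8 intracellular calcium dye fluorescence, real-time kinetic reads / Controls: vehicle wells and EC80 agonist wells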
# CHO-K1 Ca ag: counter-screen for M1 agonists: effect in parental CHO-K1 cells; 0.48% of 360,000 active; Fluo-8 calcium fluorescence; scaled to maximal ATP response, vehicle zero; activation, % at 3 µM; in the data active means activation above about 15%;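 further: untransfected CHO-K1 host cells lacking M1 receptor as counterscreen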
# CHRM1 antagonist: blocks human M1 muscarinic receptor; CHO-K1 hM1, Fluo-8 calcium fluorescence, ACh EC80 antagonist; inhibition, % at 3 µM; 1.3% of 360,000 active;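 active means percent inhibition above its own plate's cutoff, namely the mean of that plate's compound wells plus 3 SD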;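 further: peak over basal fluorescence ratio during 140 s after agonist addition; 0% = ACh EC80 plus DMSO and 100% = DMSO alone without agonist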
# Starred values were filed as active, the others as inactive; / = no result given.
SMILES,CHRM1 agonist,CHO-K1 Ca antag,CHO parental Ca,M1 PAM parental,TAAR1 ag,OXTR potentiator,TAAR1 antag,CHO-K1 Ca ag,CHRM1 antagonist
Cc1cc(C)cc(C(=O)NC(CC(N)=O)c2ccc(N3CCN(C)CC3)c([N+](=O)[O-])c2)c1 (stereo not drawn),-4.4,-11.4,-6.5,7.0,4.2,-11.8,11.0,0.9,2.0
NC(c1ccccc1)c1csc(Nc2ccccn2)n1 (stereo not drawn),3.0,-1.4,/,8.1,9.2,/,23.3,1.0,-15.0
CC(OC(=O)CNC(=O)c1sc2ccccc2c1Cl)C(=O)NC1(C#N)CCCCC1 (stereo not drawn),-1.5,-14.6,-32.7,9.0,4.5,-7.7,-34.7,3.9,-3.3
C/C(CC(=O)N1CCCC1)=N\NC(=O)c1cc2ccccc2cc1O,1.1,-5.8,-20.9,-8.3,0.1,-6.8,-18.6,-0.2,-21.7
CN(c1ccc(C(=O)Nc2ccccc2C(=O)N2CCOCC2)cc1)S(C)(=O)=O,-1.4,-7.3,-3.6,17.9,3.6,-8.4,-3.5,0.2,-16.6
CCCC(C(=O)NC1CCCC1)N(CCN(CC)CC)C(=O)c1snc(C(N)=O)c1N (stereo not drawn),-10.8,-2.8,-6.8,-19.9,-2.0,-8.9,-8.3,0.4,6.3
Cc1ccccc1C(=O)Nc1cccc(NC(=O)c2cccnc2)c1,-1.7,0.1,-10.3,-9.6,5.4,-2.2,9.3,3.3,-5.5
CC(=O)Nc1sc(C)c(C)c1C(=O)OCC(=O)Nc1ccccc1C(F)(F)F,-2.1,-10.1,/,28.1,1.1,/,17.8,0.2,-15.8
COc1cc(/C=N\NC(=O)c2c(C)nc3cc(C)ccn23)ccc1O,-1.6,13.7,-13.9,0.5,1.3,6.7,12.7,-0.2,7.0
CC(=O)NC(Cc1ccccc1C)C(=O)NC1CCN(C(=O)c2cccc(C)c2)CC1 (stereo not drawn),-2.1,-11.2,-1.3,14.4,5.4,4.6,19.0,0.2,-5.0
O=C(Nc1nnc(Cc2ccccc2)s1)c1ccco1,-3.8,-9.2,6.0,1.4,9.9,6.5,10.1,0.3,2.7
Cc1ccc(NC(=O)c2cc3ccccc3o2)cc1,-3.4,-6.9,-11.2,16.4,4.2,-4.6,-24.1,0.0,-19.0
COc1cc(C2C(C#N)=C(N)N(Nc3ccccc3)C3=C2C(=O)CC(C)(C)C3)ccc1OCc1cccc(F)c1 (stereo not drawn),-2.9,32.9*,-20.5,-9.0,2.9,-2.8,33.3,-0.3,10.3
CC(=O)c1cc(C#N)c(SCc2ccc([N+](=O)[O-])cc2)nc1C,-1.6,-10.6,-11.9,1.9,1.0,-7.4,-5.4,2.6,8.6
CCCC(=O)Nc1ccc(-c2nc3cc(C)c(C)cc3o2)c(O)c1,-2.1,-12.0,-7.8,13.4,8.7,-9.1,1.2,0.3,-8.9
Cc1ccc(OC(=O)c2oc3ccc(F)cc3c2C)c(C)c1,-1.5,-19.0,-25.3,15.0,9.1,-2.8,-5.9,-0.1,-16.7
O=C(CNCC1CCCCC1)Nc1ccccc1N1CCCCC1,-5.5,-11.3,-13.1,14.6,29.2,-23.0,31.5,-0.3,-6.1
CCOC(=O)c1sc(=S)n(-c2ccccc2)c1NC(C)=O,0.8,0.6,-1.1,16.5,0.0,-15.4,-70.0,0.4,-23.4
Cc1[nH]n(-c2nc(-c3ccccc3)cc(=O)[nH]2)c(=O)c1CCO,1.3,8.0,8.9,17.5,1.9,2.8,0.7,-0.3,-3.8
Cc1c(NC(=O)OCCSc2nc(N(C)C)nc(N(C)C)n2)sc(=S)n1C,-8.6,-11.4,-3.5,-4.5,13.8,-7.8,-26.0,0.5,-6.1

# Next part; it opens with the 3 that closed the last part.
SMILES,CHRM1 agonist,CHO-K1 Ca antag,CHO parental Ca,M1 PAM parental,TAAR1 ag,OXTR potentiator,TAAR1 antag,CHO-K1 Ca ag,CHRM1 antagonist
CCOC(=O)c1sc(=S)n(-c2ccccc2)c1NC(C)=O,0.8,0.6,-1.1,16.5,0.0,-15.4,-70.0,0.4,-23.4
Cc1[nH]n(-c2nc(-c3ccccc3)cc(=O)[nH]2)c(=O)c1CCO,1.3,8.0,8.9,17.5,1.9,2.8,0.7,-0.3,-3.8
Cc1c(NC(=O)OCCSc2nc(N(C)C)nc(N(C)C)n2)sc(=S)n1C,-8.6,-11.4,-3.5,-4.5,13.8,-7.8,-26.0,0.5,-6.1
O=C(NC1CCCC1)C1CC(=O)N(c2ccc(F)cc2)C1 (stereo not drawn),-4.5,11.2,-3.5,0.6,3.1,2.0,-27.3,8.3,3.9
O=C(NOCc1ccccc1)c1coc(-c2ccccc2)n1,9.9,-18.5,-3.8,-0.2,-0.3,/,0.8,1.5,-1.1
O=C(O)C1Oc2ccccc2C1c1ccccc1 (stereo not drawn),-2.8,-6.2,/,1.6,1.5,/,-8.7,0.1,-5.7
CC1CC(C)CN(S(=O)(=O)c2ccc(C(=O)NNC(=O)c3ccccc3F)cc2)C1 (stereo not drawn),-0.5,6.0,-13.2,-8.2,5.7,-4.2,-15.8,0.1,-1.7
COc1ccc(S(=O)(=O)NCCCc2ccccc2)cc1,-2.3,-14.9,9.9,17.3,11.0,-9.6,-15.8,2.3,-24.6
COc1ccccc1CNC(=O)C1CCN(C(=O)[C@@H]2Cc3ccccc3CN2)CC1,-5.0,-3.1,-11.9,-11.0,4.5,-5.8,-4.8,0.6,-2.6
N#CCCN(C(=O)COC(=O)c1ccc(S(=O)(=O)Nc2ccccc2)cc1)c1ccccc1,-2.3,-9.4,-8.6,22.6,7.5,-7.9,17.8,5.4,-4.7
O=C(COC(=O)[C@H](Cc1ccccc1)N1C(=O)c2ccccc2C1=O)Nc1ccc2c(c1)OCO2,0.9,2.4,-1.4,13.7,15.1,-16.6,56.5*,5.6,19.8
CCCCN(C)C(=O)c1cc2cc3ccc(OC)cc3nc2o1,-5.2,-11.7,-5.5,16.6,-0.3,-7.7,-2.3,1.6,-15.9
CCOc1ccc(CN(C)CC(=O)Nc2cccc(S(=O)(=O)N(C)c3ccccc3)c2)cc1,-5.8,0.5,-23.7,6.6,0.4,-11.1,5.7,17.7*,8.6
Cc1cccc(Oc2cc(N)cc([N+](=O)[O-])c2)c1,-11.1,15.1,7.0,-12.6,1.7,0.3,0.9,-0.5,1.8
CCC(=O)Nc1ccc(-c2cc(-c3ccccc3)nc(-c3ccc(NC(=O)CC)cc3)n2)cc1,0.2,-11.6,-11.7,21.7,3.1,-6.5,6.4,1.7,-10.0
CC(=O)Nc1c(C(=O)N2CCOCC2)cnn1-c1ccc(C)c(C)c1,-2.6,3.2,-4.4,5.9,12.1,-6.2,-16.5,0.0,-9.2
COc1ccc2sc3cccc(NCCN(C)C)c3c(=O)c2c1,-12.0,4.4,/,8.0,2.1,/,-19.5,0.8,8.0
CC/C(=N\NC(=O)CNC(=O)/C=C/c1ccc(OC)cc1)c1ccccc1,-3.1,-0.1,-13.9,0.3,2.0,-2.6,-9.3,0.9,-4.0
O=C(NCCc1c[nH]c2ccccc12)c1cc(Cl)c2c(c1)OCO2,-4.8,3.6,-13.0,-0.4,0.3,-13.5,22.0,2.0,-0.3
CC(C)CN1CCN(Cc2ccc3ncccc3c2)CC1CCO (stereo not drawn),-8.2,0.1,-10.8,14.6,0.1,2.3,-17.7,0.1,-11.7
CCN1C(=O)c2cccc3c(S(=O)(=O)NC(Cc4c[nH]c5ccccc45)C(=O)O)ccc1c23 (stereo not drawn),-1.0,-5.2,9.3,-2.0,8.6,-10.6,-0.4,0.4,-16.8
NC(=O)c1c(NC(=O)c2cc3ccccc3o2)sc2c1CCC2,-4.7,-4.4,-8.3,12.2,2.5,-13.2,8.7,0.4,-6.0
CC(C)C12CN3CC(C(C)C)(CN(C1)C3c1ccc3c(c1)OCO3)C2=O (stereo not drawn),-4.2,11.7,-46.5,-5.3,8.9,-3.4,-26.7,-0.5,-1.3
O=C(Nn1cnc2ccccc2c1=O)c1ccc([N+](=O)[O-])cc1Cl,-2.6,-12.7,6.4,2.0,8.8,-14.7,13.7,0.0,4.6
COc1ccc(NC(=O)c2cc(S(=O)(=O)N3CCCCC3)c[nH]2)c(OC)c1,-3.6,-4.2,5.5,3.2,5.9,-6.0,-10.1,0.8,-2.2
CC1=C(C(=O)N2CCOCC2)CC(CC(=O)NCCc2ccccn2)C(=O)N1CCC1=CCCCC1 (stereo not drawn),-8.0,12.5,/,-4.7,0.8,/,-10.0,0.2,-1.4
O=C(C1CCN(S(=O)(=O)N2CCOCC2)CC1)N1CCN(Cc2ccccc2)CC1,-4.0,11.0,-3.1,-5.1,-0.3,-17.5,-16.5,-0.1,-9.4
Cc1ccc(S(=O)(=O)N2CCOCC2)cc1C(=O)OCC(=O)Nc1ccc2c(c1)OCO2,-2.5,-3.3,-8.9,17.7,0.9,-12.7,6.3,2.0,-22.2
Cn1cnc([N+](=O)[O-])c1N=C(N)N,-2.4,-17.3,-21.6,-0.9,-0.2,-6.1,-13.1,1.3,2.4
Cc1ccc(NC(=O)CN2C(=O)S/C(=C\c3cccn3-c3cccc(C(=O)O)c3)C2=O)c(C)c1,1.6,-12.0,-10.3,6.7,/,-8.0,/,-0.2,-7.4
CC(C)NC(=O)C(=O)Nc1cc2c3c(c1)CCC(=O)N3CCC2,-2.1,-13.2,-4.8,18.7,1.0,-8.2,-12.6,1.0,-17.9
CSCC(=O)Nc1cc(C)on1,2.2,-9.8,-25.8,2.7,4.3,-3.9,-2.3,0.0,-19.7
CCOC(=O)C1=C[C@@H](c2ccccc2)N(S(=O)(=O)c2ccc(C)cc2)[C@H]1c1ccc(F)cc1,4.9,1.9,/,9.2,1.6,/,-13.7,0.2,-0.1
Cc1ccc(C)c(NC(=O)CN(C)C(=O)c2ccc(Cl)nc2)c1,-1.9,-18.7,-1.4,4.0,-1.4,-7.2,1.1,1.6,-3.5
CC1CCCCN1C(=O)C12CCC(C)(/C(=N/O)C1)C2(C)C (stereo not drawn),-6.3,-4.6,-12.2,18.0,-0.6,1.0,0.2,0.6,-17.2
O=C(NC(=S)Nc1cccc(F)c1)c1cccc([N+](=O)[O-])c1,-2.8,-12.1,-1.6,-3.5,1.6,-14.8,-5.2,1.1,-1.6
CSc1ccc(/C=C/C(=O)OCC(=O)N2CCc3ccccc32)cc1,-0.7,-16.5,6.3,12.0,0.6,-2.1,-21.9,0.5,-17.6
Cc1ccc2nc(C3CCN(C(=O)NCc4ccccc4)CC3)[nH]c2c1,-8.7,-24.2,-6.4,16.2,4.4,1.1,0.8,0.5,-9.8
